IMPase Li inh: qHTS Assay for Identifying the Cell-Membrane Permeable IMPase Inhibitors: Potentiation with Lithium; CHO-M1 cells, IP1 TR-FRET (IP-One), carbachol + lithium; Potency, µM (highest dose often 59.4 µM), for inactives: at the top dose activity, negative = IMPase inhibition, most hits filed as inhibitors; 210,000 tested, 0.35% active; AID 1457, 2008;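 further: IP1 builds up when IMPase is blocked and the TR-FRET signal falls; potency means the concentration at half of the fitted maximal effect; plate controls were basal vehicle for no effect and high inhibitor control for full effect; nearly all actives have a fitted effect of over 50% in size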
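CHO-M1, 2000 cells/well, 16–30 h culture; cpd + low Li+, 30 min 37C; lysis with d2-IP1/Eu-anti-IP1 Ab, 10 min RT; TR-FRET 665/620 ratio and 620 channel; AC50 via Hill.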
NPSR antag: qHTS Assay for Antagonists of the Neuropeptide S Receptor: cAMP Signal Transduction; Q6W5P4; CHO-NPSR cells, cAMP TR-FRET, antagonist mode; Potency, µM (top dose mostly 38.3 µM), without a hit: top-dose activity change, negative = inhibition, usual class: inhibitors; 220,000 tested, 1% active; AID 1461, 2008; further: potency means the concentration at half of the fitted maximal effect; on the % scale 0 is the no-effect control and ±100 the full control effect; nearly all actives have a fitted effect of over 50% in size; many of its hits are not listed in these tables
Target sequence (Q6W5P4 whole entry, looked up): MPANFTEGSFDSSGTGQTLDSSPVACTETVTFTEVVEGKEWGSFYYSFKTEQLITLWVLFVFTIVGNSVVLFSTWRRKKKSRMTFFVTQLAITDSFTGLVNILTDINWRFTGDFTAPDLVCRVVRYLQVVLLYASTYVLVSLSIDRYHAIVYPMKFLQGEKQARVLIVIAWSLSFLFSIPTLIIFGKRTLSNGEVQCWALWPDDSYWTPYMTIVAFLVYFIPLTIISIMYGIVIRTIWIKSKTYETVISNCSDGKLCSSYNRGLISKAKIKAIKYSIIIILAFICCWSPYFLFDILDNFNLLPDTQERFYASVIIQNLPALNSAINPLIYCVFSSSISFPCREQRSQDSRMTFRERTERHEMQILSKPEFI
GLA spleen mod: qHTS Assay for Inhibitors and Activators of Human alpha-Galactosidase From Spleen Homogenate; Alpha-galactosidase A (Homo sapiens), P06280; human spleen homogenate, 4MU-alpha-Gal fluorescence, 40 min; Potency, µM (doses to about 80 µM), for the others: top-dose activity change, negative = inhibition, actives largely listed as inhibitors; 240,000 tested, 0.008% active; AID 2107, 2009;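 further: potency means the concentration at half of the fitted maximal effect; 0% = enzyme with vehicle and -100% = no enzyme basal signal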
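qHTS titration in buffer at pH 5.0. Alpha-galactosidase activity in spleen homogenate was measured via 4-methylumbelliferone release from 1 mM fluorogenic substrate after 40 min at 37C and a pH 10 stop. AC50 came from Hill fits of control-normalized data.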
CBFb RUNX1 block: qHTS Assay for Compounds Blocking the Interaction Between CBF-beta and RUNX1 for the Treatment of Acute Myeloid Leukemia; AlphaScreen CBFb-His/RUNX1-biotin binding, biochemical; Potency, µM (top dose mostly 59.8 µM), inactives show top-dose activity, negative = inhibition, actives largely listed as inhibitors; 230,000 tested, under 10 active; further: % of control where 0% means no effect
Target sequence (Q01196 whole entry, looked up): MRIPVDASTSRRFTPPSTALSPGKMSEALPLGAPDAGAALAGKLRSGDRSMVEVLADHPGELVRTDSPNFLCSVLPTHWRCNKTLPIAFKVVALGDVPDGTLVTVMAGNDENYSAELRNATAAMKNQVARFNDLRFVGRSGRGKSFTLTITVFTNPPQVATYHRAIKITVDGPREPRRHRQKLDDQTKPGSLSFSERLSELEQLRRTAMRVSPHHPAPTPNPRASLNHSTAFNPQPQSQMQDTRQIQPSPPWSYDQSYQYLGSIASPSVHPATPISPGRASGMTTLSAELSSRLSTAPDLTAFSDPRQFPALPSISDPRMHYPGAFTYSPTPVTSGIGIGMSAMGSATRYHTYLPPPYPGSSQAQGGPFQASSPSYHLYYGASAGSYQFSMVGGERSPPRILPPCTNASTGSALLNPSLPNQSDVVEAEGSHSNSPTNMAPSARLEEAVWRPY
Target sequence (Q13951 whole entry, looked up): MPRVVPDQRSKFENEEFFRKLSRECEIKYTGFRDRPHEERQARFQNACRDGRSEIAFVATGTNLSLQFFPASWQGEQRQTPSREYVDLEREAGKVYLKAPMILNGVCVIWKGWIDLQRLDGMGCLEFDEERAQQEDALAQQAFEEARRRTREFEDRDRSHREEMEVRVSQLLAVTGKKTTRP
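Interaction loss through any mechanism counts as activity. Pre-formed complex of His-CBF-beta and biotin-RUNX1 (30 nM apiece) is incubated with compound 15 min, then with 50 ng nickel and 50 ng streptavidin beads for 90 min before AlphaScreen detection.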
Lamin A splicing: qHTS Assay for Modulators of Lamin A Splicing; HeLa LMNA splicing GFP/RFP minigene ratio, 48 h; Potency, µM (highest dose often 46.1 µM), for the others: at the highest dose ratio change, negative = inhibition, hits mostly inhibitors; 200,000 tested, 0.01% active; AID 1487, 2009; active means well fitted inhibition curve with a large enough effect in the signal ratio, with a control signal flat, not every such curve was filed as active; inconclusive means small, poorly fitted or top-dose-only effect, or effect the other way, or a change in a side signal; the % refers to the signal ratio; further: potency means the concentration at half of the fitted maximal effect; on the % scale 0 is the no-effect control and ±100 the full control effect
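Read-out is the ratio of GFP to DsRed2 object intensity, acquired by 488 nm laser-scanning cytometry on HeLa lamin A-EGFP minigene reporter cells. Compound incubation 48 hrs at 37 °C in Opti-MEM with 2% FBS; DMSO 0.5% final.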
Epigenetic reg: Quantitative High-Throughput Screen for Regulators of Epigenetic Control. murine LDR cells, GFP reporter derepression, 30 h. Potency, µM (series often up to 53.9 µM), for the others: at the top dose GFP activation, usual class: activators. 280,000 tested, 0.2% active; further: potency means the concentration at half of the fitted maximal effect; % of control where 0% means no effect; nearly all actives have a fitted effect of over 60% in size
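In this reporter-derepression format, murine cells bearing a silenced integrated CMV-GFP locus incubate with test compound (30 h, 37 C), then are washed and imaged; fluorescent objects of 20–120 um count as induced cells.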
KinaseGlo FLuc: Counterscreen for Luciferase (Kinase-Glo TM) Inhibition; AID 1379, 2008; Potency, µM (series often up to 38.3 µM), for the others: top-dose activity change, negative = inhibition, hits mostly inhibitors; Kinase-Glo luciferase, ATP luminescence, 8 min; 200,000 tested, 0.28% active; further: potency means the concentration at half of the fitted maximal effect; on the % scale 0 is the no-effect control and ±100 the full control effect; nearly all actives have a fitted effect of over 60% in size
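Compound is pinned into ATP-containing buffer (10 uM ATP, imidazole pH 7.2, 7 mM MgCl2). Kinase-Glo luciferase reagent is then added. Light output is recorded following an 8-min room-temperature incubation.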
* = called active by the depositor; ? = inconclusive; nt = not tested or not shown; [ ] = another dose, or the depositor's remark. Unless noted, the call rests on the fitted dose curve; in most records, active means well fitted curve in the direction sought with a large enough effect; inconclusive means small, poorly fitted or top-dose-only effect, or another doubt; inactive means no such curve, though single readings can be large; an effect the other way counts as inactive or inconclusive. An excerpt. The share of hits here may be higher or lower than overall.

[1] CC(C)C(=O)Nc1ccc(N2CCCC2)cc1
[2] COc1cc(CNCCc2ccccc2F)ccc1OCC(=O)N1CCCCC1
[3] CC(C)c1csc(CN2CCN(CCc3ccccc3)C(CCO)C2)n1 (stereo not given)
[4] CC(C)(C)OC=O
[5] CCOC(=O)c1nnn2c1nc(N(CC)CC)c1ccccc12
screen / no.	1	2	3	4	5
IMPase Li inh	41%[activator][38.3 µM]	17%	17%	4%	nt
NPSR antag	?	7%	16%	nt	26%
GLA spleen mod	-12%	-12%	13%	1%	-3%
CBFb RUNX1 block	-11%	8%	4%	0%[21.7 µM]	9%
Lamin A splicing	-1%	?	nt	nt	-16%[46 µM]
Epigenetic reg	0.0%	-1.1%	1.9%	nt	1.1%
KinaseGlo FLuc	-4%	-1%	0%	nt	nt

[6] CCc1nnc(NS(=O)(=O)c2ccc(NC(=O)/C=C/c3ccc(OC)cc3OC)cc2)s1
[7] O=C1C2C(C(=O)N1/N=C/c1cccc([N+](=O)[O-])c1)C1C=CC2C12CC2 (stereo not given)
[8] CCn1nc(C)c(/C=N/NC(=O)Cn2nnc(N)n2)c1C
[9] Cc1cc(-c2ccc([N+](=O)[O-])cc2)nc2ccccc12
[10] Cc1cc(/C=C(/C#N)c2nc3ccccc3[nH]2)c(C)n1-c1cc(C(=O)O)cc(C(=O)O)c1
screen / no.	6	7	8	9	10
IMPase Li inh	4%	5%	nt	20%	11%
NPSR antag	-15%	-3%	7%	-25%	4%
GLA spleen mod	7%	3%	-8%	-10%	-2%
CBFb RUNX1 block	-4%	-3%	0%	-27%	-29%
Lamin A splicing	15%	4%	nt	-22%[46 µM]	12%[46 µM]
Epigenetic reg	1.1%	6.1%	-1.0%	-3.9%	2.1%
KinaseGlo FLuc	1%	-9%	nt	6%	3%

[11] Fc1ccccc1-c1nnc2c3ccccc3nc(N3CCOCC3)n12
[12] COc1ccccc1NC(=O)CSc1nnc(C)o1
[13] CCC(C)[C@H](NC(=O)OC(C)(C)C)C(=O)N/N=C/C1=Cc2ccccc2OC1 (stereo not given in full)
[14] CC(=O)Nc1cccc(OCCCNC(=O)c2ccc(C(C)(C)C)cc2)c1
[15] CCn1cc(C2Nc3ccccc3C(=O)N2O)c(C)n1 (stereo not given)
screen / no.	11	12	13	14	15
IMPase Li inh	1%[38.3 µM]	-11%[38.3 µM]	5%[38.3 µM]	nt	-2%[38.3 µM]
NPSR antag	-17%[46.1 µM]	18%[46.1 µM]	?	4%[7.67 µM]	-11%[46.1 µM]
GLA spleen mod	-3%	15%	-13%	2%	4%
CBFb RUNX1 block	-2%	-1%	8%	10%	15%
Lamin A splicing	0%	4%	-19%	nt	-4%
Epigenetic reg	0.2%	2.2%	2.7%	-0.3%	1.6%
KinaseGlo FLuc	-4%	-4%	-4%	nt	3%

[16] COc1ccc(NC(=O)Nc2ccccc2SC)cc1
[17] Cc1cc(NS(=O)(=O)c2ccc(NC(=O)CN3C(=O)c4ccccc4C3=O)cc2)nc(C)n1
[18] Clc1ccc(-c2ncc3ccccn23)cc1
[19] CCN(CC)C(=O)C(=O)N/N=C/c1cccc(Br)c1
[20] COc1ccc(OCCOC(=O)Nc2ccccc2)cc1
screen / no.	16	17	18	19	20
IMPase Li inh	7%	-5%[38.3 µM]	26%	1%[38.3 µM]	nt
NPSR antag	7%	1%[46.1 µM]	41%	0%[46.1 µM]	4%[46.1 µM]
GLA spleen mod	-5%	-3%	0%	-16%	-22%
CBFb RUNX1 block	-15%	-3%	1%	4%	-1%
Lamin A splicing	nt	6%	nt	-7%	?
Epigenetic reg	-0.2%	-1.2%	-1.1%	-0.9%	-5.3%
KinaseGlo FLuc	10µM*	-1%	0%	-7%	nt

[21] O=C(NNC(=O)c1ccc([N+](=O)[O-])cc1Cl)c1ccncc1
[22] O=C(CSc1ccc([N+](=O)[O-])cn1)Nc1ccc2c(c1)OCCO2
[23] c1ccc(-c2noc(-c3ccno3)n2)nc1
[24] CCOP(=O)(OCC)/C(=N/OC(=O)c1ccc(Cl)cc1Cl)C(N)=O
[25] CC(=O)Oc1ccc(N2C(=O)[C@@H]3[C@H](C2=O)[C@H]2c4ccccc4C=NN2[C@@H]3C(C)=O)cc1
screen / no.	21	22	23	24	25
IMPase Li inh	0%	-2%	nt	nt	nt
NPSR antag	14%	-1%	-23%	0%[7.67 µM]	-25%
GLA spleen mod	8%	2%	3%	3%	-3%
CBFb RUNX1 block	3%	0%	2%	1%	-3%
Lamin A splicing	-4%	?	nt	nt	nt
Epigenetic reg	0.9%	-0.1%	1.4%	-0.3%	4.3%
KinaseGlo FLuc	4%	0%	nt	nt	nt

[26] O=C1CCCC2=C1C(c1ccncc1)Nc1ccccc1N2 (stereo not given)
[27] NS(=O)(=O)c1ccc(NC(=O)COC(=O)COc2ccc3ccccc3c2)cc1
[28] CC(C)NC(=O)C1CCCN(c2nnc(-n3cccc3)s2)C1 (stereo not given)
[29] Cc1cc(N2CC(C)OC(C)C2)n2cc(-c3ccccc3)nc2n1 (stereo not given)
[30] COC(=O)C1=C(C(=O)c2ccccc2)C(c2cccs2)n2nnnc2N1 (stereo not given)
screen / no.	26	27	28	29	30
IMPase Li inh	1%[38.3 µM]	7%	-10%[38.3 µM]	0%	-9%[38.3 µM]
NPSR antag	-7%[46.1 µM]	4%	-1%[46.1 µM]	-9%	-23%[46.1 µM]
GLA spleen mod	10%	-5%	0%	10%	-1%
CBFb RUNX1 block	-6%	-9%	-3%	3%	3%
Lamin A splicing	7%	nt	-4%	13%[46 µM]	3%
Epigenetic reg	-9.3%	-0.4%	0.8%	-0.1%	-1.0%
KinaseGlo FLuc	-3%	-2%	-4%	-3%	15%

[31] O=C(NCCN1CCOCC1)c1ccc2c(c1)N(Cc1ccc(F)cc1)C(=O)CS2
[32] CCOc1ccc(N=c2cc(-c3ccc(OC)cc3)oc3ccccc23)cc1
[33] O=C1CCN(S(=O)(=O)c2ccccc2)CCN1CCOCc1ccccc1
[34] CC(C)Oc1cccc(C(=O)C2CCCN(Cc3cnn(C(C)C)c3)C2)c1 (stereo not given)
[35] COc1ccc(Br)cc1C(=O)Nc1nnn(C)n1
screen / no.	31	32	33	34	35
IMPase Li inh	32%[activator][38.3 µM]	18%	nt	18%	19%[38.3 µM]
NPSR antag	1%[46.1 µM]	-20%[46.1 µM]	4%	-2%	4%[46.1 µM]
GLA spleen mod	-2%	7%	1%	-3%	11%
CBFb RUNX1 block	0%	?	6%	-6%	1%
Lamin A splicing	3%	?	nt	-9%[46 µM]	-6%
Epigenetic reg	-0.8%	0.0%	1.1%	1.1%	2.1%
KinaseGlo FLuc	1%	2%	nt	0%	-5%

[36] O=C(COc1ccccc1)N/N=C/c1sc(=O)n(Cc2cccc(C(=O)O)c2)c1Cl
[37] CC(C)(C#N)N([O-])C=C[N+](=O)C(C)(C)C#N
[38] COC(=O)c1cnc(Nc2cccc(C(F)(F)F)c2)c([N+](=O)[O-])c1
[39] COc1cc(NC(=O)N[C@@H](Cc2ccccc2)C(=O)O)cc(OC)c1
[40] CCOC(=O)C1C(=O)OC(C)(C)C1C(C)C(=O)c1ccccc1 (stereo not given)
screen / no.	36	37	38	39	40
IMPase Li inh	nt	-1%[38.3 µM]	nt	3%	3%[38.3 µM]
NPSR antag	-20%	-15%[46.1 µM]	15%	16%	-2%[46.1 µM]
GLA spleen mod	3%	3%	-6%	-2%	10%
CBFb RUNX1 block	3%	-7%	-5%	8%	6%
Lamin A splicing	nt	?	nt	-2%	-6%
Epigenetic reg	-4.5%	-2.9%	5.0%	13%	-0.7%
KinaseGlo FLuc	nt	-8%	nt	3%	1%

[41] FC(F)(F)c1cccc(NC(=S)NC2CCCC2)c1
[42] COc1cccc(NC(=O)Cn2c(=O)n(-c3cc(OC)c(OC)c(OC)c3)c(=O)c3ccccc32)c1
[43] CS(=O)(=O)N1N=C(c2ccco2)CC1c1ccc(Cl)cc1 (stereo not given)
[44] Cc1cccn2c(=O)c3cc(C(=O)NCCCN4CCOCC4)n(C)c3nc12
[45] O=C(NNC(=O)c1ccccc1-c1ccccc1C(=O)O)c1ccccc1
screen / no.	41	42	43	44	45
IMPase Li inh	3%	-11%	0%	3%[38.3 µM]	1%
NPSR antag	-10%	1%	-5%	-8%[46.1 µM]	5%
GLA spleen mod	-1%	8%	-9%	3%	-7%
CBFb RUNX1 block	0%	10%	3%	7%	8%
Lamin A splicing	?	?	-9%	-7%	6%[46 µM]
Epigenetic reg	0.0%	5.7%	0.0%	0.0%	-1.1%
KinaseGlo FLuc	-1%	-3%	9%	5%	2%

Part of the list above, with bars between the fields.
No. | Structure | IMPase Li inh | NPSR antag | GLA spleen mod | CBFb RUNX1 block | Lamin A splicing | Epigenetic reg | KinaseGlo FLuc
41 | FC(F)(F)c1cccc(NC(=S)NC2CCCC2)c1 | 3% | -10% | -1% | 0% | ? | 0.0% | -1%
42 | COc1cccc(NC(=O)Cn2c(=O)n(-c3cc(OC)c(OC)c(OC)c3)c(=O)c3ccccc32)c1 | -11% | 1% | 8% | 10% | ? | 5.7% | -3%
43 | CS(=O)(=O)N1N=C(c2ccco2)CC1c1ccc(Cl)cc1 (stereo not given) | 0% | -5% | -9% | 3% | -9% | 0.0% | 9%
44 | Cc1cccn2c(=O)c3cc(C(=O)NCCCN4CCOCC4)n(C)c3nc12 | 3%[38.3 µM] | -8%[46.1 µM] | 3% | 7% | -7% | 0.0% | 5%

(continued)
[46] COc1ccc(NC(=O)NS(=O)(=O)c2ccc(C)cc2)c(OC)c1
[47] Cc1ccc(C(=O)/C=C/N(C)C)o1
[48] Cc1ccc(NS(=O)(=O)c2cc(C(=O)N3CCN(C)CC3)ccc2C)cc1C
[49] CCn1c(O)c2ccc(C(=O)N=NC(=O)c3cccnc3)cc2c1O
[50] CCCCN(CCCC)c1nc2ccccc2nc1C(C#N)C(=O)NCCCOC (stereo not given)
screen / no.	46	47	48	49	50
IMPase Li inh	21%[38.3 µM]	2%	9%	nt	nt
NPSR antag	-6%[46.1 µM]	3%	-9%	-1%[46.1 µM]	-16%[46.1 µM]
GLA spleen mod	5%	-4%	-5%	-7%	0%
CBFb RUNX1 block	-7%	1%	13%	-1%	-1%
Lamin A splicing	8%	?	5%[46 µM]	7%	1%
Epigenetic reg	-7.4%	1.1%	-0.4%	-1.0%	-8.0%
KinaseGlo FLuc	2%	0%	1%	nt	nt

Assay outcomes as filed in PubChem.
